Screening data deposited in PubChem by The Scripps Research Institute Molecular Screening Center.
GSTO1 counter = blocks human GSTO1 in RBBP9 counter-screen. 300,000 compounds, 1.1% hits. P78417. recombinant GSTO1, activity-based probe fluorescence polarization. inhibition, % at 5.96 µM;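 active = inhibition above the campaign mean inhibition plus 3 SD, cut at about 35% in these data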;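 also: 0% = GSTO1-1 with DMSO and 100% = wells lacking GSTO1-1 enzyme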
Target sequence (P78417 whole entry, looked up): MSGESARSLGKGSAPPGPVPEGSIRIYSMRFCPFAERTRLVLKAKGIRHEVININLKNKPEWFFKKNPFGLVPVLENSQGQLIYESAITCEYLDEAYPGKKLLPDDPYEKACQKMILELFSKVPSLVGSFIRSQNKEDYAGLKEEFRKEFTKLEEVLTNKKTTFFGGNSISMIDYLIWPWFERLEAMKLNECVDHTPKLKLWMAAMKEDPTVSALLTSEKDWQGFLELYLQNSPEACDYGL
EBNA-1 inh = blocks EBNA-1 binding to DNA. EBNA-1 DNA binding, fluorescence polarization. inhibition, % at 14.8 µM. 300,000 compounds, 0.34% hits; in the data active = inhibition above about 28%
PAD4 inh = PAD4 (human) enzyme inhibition; recombinant PAD4, RCA probe fluorescence polarization; inhibition, % at 6.36 µM; 330,000 compounds, 0.41% hits;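 active = percent inhibition above a cutoff equal to the mean of all tested compounds plus 3 SD, cut at about 15% in these data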;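 also: 0% = PAD4 with RCA probe and DMSO and 100% = probe without PAD4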
PAFAH1B3 FP inh = inhibitors of human PAFAH1B3 | recombinant PAFAH1B3, FP-rhodamine probe, fluorescence polarization | Q15102 | AID 492972 | 340,000 compounds, 0.28% hits | inhibition, % at 3.39 µM;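 active = inhibition above the screen-wide average of all tested compounds plus 3 SD, cut at about 25% in these data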;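 also: 0% = enzyme with DMSO only and 100% = wells lacking PAFAH1B3 protein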
Target sequence (Q15102 whole entry, looked up): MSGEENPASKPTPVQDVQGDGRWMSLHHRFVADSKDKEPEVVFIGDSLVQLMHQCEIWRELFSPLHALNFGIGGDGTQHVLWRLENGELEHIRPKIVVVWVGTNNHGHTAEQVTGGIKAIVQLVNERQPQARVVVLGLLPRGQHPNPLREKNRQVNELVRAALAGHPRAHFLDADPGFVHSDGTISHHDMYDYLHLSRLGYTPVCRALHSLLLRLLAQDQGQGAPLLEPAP
PREPL inhibitor = inhibitors of human prolyl oligopeptidase-like enzyme PREPL | inhibition, % at 5.96 µM | recombinant PREPL, fluorescence polarization activity-based probe | Q4J6C6 | 320,000 compounds, 0.68% hits; in the data active = inhibition above about 43%;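 also: 0% = enzyme with DMSO and 100% = wells lacking enzyme; many of its hits are not listed in these tables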
LYPLA2 inh = blocks human lysophospholipase 2, a PME1 counter-screen. O95372. 320,000 compounds, 0.38% hits. recombinant LYPLA2, FP-Rh probe fluorescence polarization. inhibition, % at 5.9 µM. AID 2177;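 active = inhibition above the screen-wide mean plus 3 SD, limit set per campaign, cut at about 26% in these data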;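 also: 0% = LYPLA2 with DMSO and 100% = wells lacking LYPLA2 enzyme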
Target sequence (O95372 whole entry, looked up): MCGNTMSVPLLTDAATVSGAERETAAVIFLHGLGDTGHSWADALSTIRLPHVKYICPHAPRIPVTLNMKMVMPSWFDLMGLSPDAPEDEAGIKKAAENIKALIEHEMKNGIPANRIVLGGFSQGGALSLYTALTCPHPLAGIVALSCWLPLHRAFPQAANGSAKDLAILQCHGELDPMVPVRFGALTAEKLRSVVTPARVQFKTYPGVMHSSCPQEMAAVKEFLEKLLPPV
LYPLA1 inh = counter-screen for PME1 inhibitors: inhibitors of human LYPLA1 | AID 2174 | O75608 | recombinant LYPLA1, FP-Rh probe fluorescence polarization | 320,000 compounds, 0.16% hits | inhibition, % at 5.9 µM;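 active = inhibition above the mean of all tested compounds plus 3 SD, set per campaign, cut at about 14% in these data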;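 also: inhibitors block serine hydrolase probe labeling of LYPLA1 so polarization falls; 0% = enzyme with DMSO and 100% = wells lacking LYPLA1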
ZTA counter = counter-screen for EBNA-1 inhibitors: inhibitors of Epstein-Barr virus ZTA | P03206 | ZTA-DNA binding, fluorescence polarization | inhibition, % at 11 µM | 320,000 compounds, 0.15% hits; in the data active = inhibition above about 33%
Target sequence (P03206 whole entry, looked up): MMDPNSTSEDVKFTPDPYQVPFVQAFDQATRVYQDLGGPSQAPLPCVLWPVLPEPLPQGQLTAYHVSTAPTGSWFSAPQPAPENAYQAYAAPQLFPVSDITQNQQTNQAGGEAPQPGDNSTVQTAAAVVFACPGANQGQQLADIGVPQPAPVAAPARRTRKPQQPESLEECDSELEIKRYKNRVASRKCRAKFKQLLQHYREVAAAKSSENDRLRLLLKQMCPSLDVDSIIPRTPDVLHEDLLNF
PAFAH2 inh = PAFAH2 (human) inhibition. inhibition, % at 3.39 µM. recombinant PAFAH2, FP-rhodamine activity probe, fluorescence polarization. AID 492956. 340,000 compounds, 0.99% hits. Q99487;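 active = inhibition above the mean over all tested compounds plus 3 SD, cut at about 30% in these data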;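 also: inhibitors block probe labeling of enzyme so polarization drops; 0% = enzyme with DMSO and 100% = wells lacking PAFAH2 protein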
Numbers without * were called inactive; / = not tested or not shown. An excerpt; rates above refer to the full screens.

Preview, 3 compounds:
SMILES | GSTO1 counter | EBNA-1 inh | PAD4 inh | PAFAH1B3 FP inh | PREPL inhibitor | LYPLA2 inh | LYPLA1 inh | ZTA counter | PAFAH2 inh
COC(=O)c1ccc(CSc2nnc3n(Cc4ccccc4OC)c(=O)c4ccccc4n23)o1 | 26 | -13 | -8 | 6 | 0 | 0 | 0 | 0 | 7
CCOC(=O)/C(C#N)=N\Nc1cc(Cl)ccc1OC | 7 | 7 | -3 | 3 | -2 | -6 | 0 | 13 | 5
O=C(CN1C(=O)C2CC=CCC2C1=O)OCc1cc(=O)n2cc(Br)ccc2n1 (configuration not stated) | -2 | 1 | -4 | 6 | 3 | -2 | 2 | -4 | 2

This part in full, from the start:
SMILES | GSTO1 counter | EBNA-1 inh | PAD4 inh | PAFAH1B3 FP inh | PREPL inhibitor | LYPLA2 inh | LYPLA1 inh | ZTA counter | PAFAH2 inh
COC(=O)c1ccc(CSc2nnc3n(Cc4ccccc4OC)c(=O)c4ccccc4n23)o1 | 26 | -13 | -8 | 6 | 0 | 0 | 0 | 0 | 7
CCOC(=O)/C(C#N)=N\Nc1cc(Cl)ccc1OC | 7 | 7 | -3 | 3 | -2 | -6 | 0 | 13 | 5
O=C(CN1C(=O)C2CC=CCC2C1=O)OCc1cc(=O)n2cc(Br)ccc2n1 (configuration not stated) | -2 | 1 | -4 | 6 | 3 | -2 | 2 | -4 | 2
Cc1ccc(CN2CCN(Cc3nc4c(s3)CCCC4)CC2CCO)cc1 (configuration not stated) | 2 | -32 | -5 | 12 | 2 | 2 | 1 | -2 | 0
Cc1onc(-c2ccccc2)c1C(=O)N(C)CCc1ccccn1 | -2 | -6 | 3 | -1 | 8 | -2 | -1 | -2 | -2
O=C1/C(=C/c2cccnc2)Oc2cc(OS(=O)(=O)c3ccc(F)cc3)ccc21 | 24 | 0 | 0 | 4 | 9 | 4 | -1 | 5 | -1
CCOC(=O)CC(=O)CSc1ccc2nnc(-c3cccc(F)c3)n2n1 | -4 | 9 | -2 | -1 | 3 | -1 | -3 | 7 | 4
COc1cc(NC(=O)Cn2c(C)cc3ccccc3c2=O)cc(OC)c1OC | -3 | 0 | -6 | 6 | -5 | 3 | -3 | -6 | -11
COc1cccc(N2C(=O)Nc3ccccc3C2(O)C(=O)NCc2ccc3c(c2)OCO3)c1 (configuration not stated) | 4 | -10 | -2 | 1 | 15 | -3 | 2 | 8 | -12
COC(=O)c1ccccc1NC(=S)NC(=O)c1cccc2ccccc12 | -16 | 2 | 0 | 7 | 0 | 5 | 2 | 0 | -65
N#Cc1nc(Cc2ccccc2)oc1NCc1ccccc1 | -6 | -4 | -1 | 1 | 9 | 0 | -2 | -10 | 5
C=CCn1c(SCc2c(C(=O)OC)sc(N)c2C(=O)OC)nnc1-c1ccc(Br)cc1 | -9 | -1 | 2 | 2 | 11 | -5 | -3 | 16 | 3
CCC(C(=O)NC1CCCC1)N(C(=O)Cn1nnc(-c2ccc(C)o2)n1)c1cnc2ccccc2c1 (configuration not stated) | 1 | -2 | 2 | 5 | 4 | 4 | 0 | -3 | -6
O=C(Cc1cn(Cc2cccc(Cl)c2)c2ccccc12)N1CCCCCC1 | -2 | 4 | 1 | 4 | 20 | 1 | 0 | 20 | 5
Cc1cccc(/C(N)=N/OC(=O)CCc2ccccc2)c1 | -4 | 0 | 1 | 6 | 16 | -1 | -3 | 3 | 3
CCOC(=O)C1=NN(C(=O)COc2ccccc2)C(O)(c2ccc(Cl)cc2)C1 (configuration not stated) | 3 | 0 | 1 | 10 | -3 | 10 | 3 | -11 | 2
O=C1CN(C(=O)/C=C/c2ccc(Cl)cc2)c2ccccc2N1 | 3 | 2 | -1 | 6 | 0 | 5 | 1 | -11 | 5
Cc1cccc(-c2nnc(SC(C)C(=O)N3CCOCC3)o2)c1 (configuration not stated) | -5 | -1 | -4 | 7 | 20 | -6 | 2 | 3 | -4
Cc1nc2ncnn2c(C)c1Cc1ccc(Cl)cc1F | 0 | 7 | 3 | -1 | -4 | -5 | 2 | -2 | 4
O=C(CSCc1nc2ccccc2[nH]1)Nc1ccccc1 | 0 | -4 | -2 | 0 | 11 | 6 | 0 | 2 | -5
O=C(CCCn1c(SCc2cc(=O)n3cc(Cl)ccc3n2)nc2ccccc2c1=O)NCC1CCCO1 (configuration not stated) | 5 | 10 | -2 | 5 | 16 | -7 | 1 | 11 | 0
Cc1cc(-c2nnc(CCC(=O)NCCc3ccccc3F)o2)no1 | 5 | 1 | -2 | -2 | 4 | -8 | 0 | 5 | -5
O=C(COC(=O)c1ccc(F)cc1)Nc1ccc(Cl)cn1 | 3 | 15 | -1 | 5 | 6 | 9 | 0 | -2 | 14
S=C(Nc1ccccc1)c1ccccn1 | 9 | 10 | -3 | -2 | -3 | 3 | 4 | 11 | 3
COc1ccc(-c2csc(NC(=O)c3ccccc3C(=O)O)n2)cc1 | 6 | -5 | 1 | -1 | -1 | -2 | 0 | -4 | -7
Cc1cc(C(=O)CCC(=O)NNC(=O)c2ccccc2O)c(C)s1 | 10 | -7 | -3 | 11 | 13 | -2 | -1 | -11 | 8
COCc1cc(C)n(CC(=O)Nc2c(C)cccc2C)c(=O)c1C#N | 4 | 11 | -2 | -1 | 2 | -2 | -2 | 13 | 5
Cc1ccc(S(=O)(=O)N(CC(=O)Nc2cccnc2)c2cccc(Br)c2)cc1 | 1 | 16 | -1 | 9 | -13 | -3 | -4 | 4 | 17
CCCCCCN(C(=O)CCCCCN1C(=O)NC(c2ccc(-c3ccccc3)cc2)C(C(=O)OCc2ccccc2)=C1C)C(C(=O)NCCCC)c1ccc(OCC(=O)OC)c(C(=O)OC)c1 (configuration not stated) | 0 | -1 | -1 | / | 0 | -13 | -2 | 4 | /
CCc1c(C(=O)Nc2cc(C)cc(C)c2)[nH]c(C)c1C(C)=O | -9 | 20 | 1 | 16 | 15 | 2 | -6 | -1 | -9
CCn1nnnc1NCc1ccc(Cl)cc1 | 1 | 1 | 3 | 10 | -10 | 1 | -2 | -6 | 3
O=C(NCCSCc1ccccc1)c1cc(S(=O)(=O)N2CCOCC2)ccc1F | 1 | 6 | 2 | 6 | 2 | 0 | -1 | 14 | 6
CC(C)(C)c1ccc(C(=O)NNC(=S)NCc2ccco2)cc1 | -1 | -6 | 1 | 0 | -1 | 4 | 0 | -5 | -3
CCOC(=O)C1CCCN(C(=O)CN2C(=O)c3ccccc3S2(=O)=O)C1 (configuration not stated) | / | / | -1 | 6 | 2 | / | / | / | 3
COc1ccc(NC(=O)c2cc([N+](=O)[O-])nn2Cc2ccccc2)c(C)c1 | -2 | 1 | -1 | 0 | -1 | 1 | -2 | 12 | -10
Cc1cc(C)n(CC(=O)Nc2ccc([N+](=O)[O-])cc2)n1 | 5 | -6 | -3 | 5 | 17 | -4 | -1 | -20 | 0
CCCCCC(=O)Nc1cccc(C2=NOC3(C2)C[C@H](C(N)=O)N(C(=O)CCCCC)C3)c1 (some centres not stated) | 7 | 1 | -2 | -1 | 11 | 2 | 1 | 16 | 0
CCOc1ccc(NS(=O)(=O)c2ccc(C(=O)N3CCCC3)cc2)cc1 | 5 | -3 | -8 | 4 | 9 | 6 | 3 | -17 | -5
COc1cc2c(cc1NC(=O)COC(=O)[C@@H](NS(=O)(=O)c1cccc(Cl)c1)C(C)C)oc1ccccc12 | -4 | 4 | -6 | -10 | 18 | -23 | -18 | 5 | -18
COc1ccc(CCNC(=O)CSc2nc3[nH]ncc3c(=O)n2-c2ccccc2Br)cc1OC | 0 | 5 | -3 | 5 | 1 | -2 | -1 | -3 | -2
CCCCCCSc1ccc([C@H]2N[C@@](C)(C(=O)OC)[C@H]3C(=O)N(C)C(=O)[C@@H]23)cc1 | -2 | -9 | -1 | 3 | -5 | 3 | 0 | 10 | -3
COCCNC(=O)c1ccc(C2SCC(=O)N2Cc2ccco2)cc1 (configuration not stated) | 3 | 6 | -1 | 3 | 2 | -1 | -2 | 3 | -7
CCCNC(=O)c1nc(C)n(-c2ccc([N+](=O)[O-])cc2)n1 | 2 | -9 | 4 | / | -3 | -5 | -2 | -4 | /
Cn1c(=O)n(C)c2cc(S(=O)(=O)O)ccc21 | 0 | 8 | 1 | 1 | -8 | -3 | -1 | -2 | 0
COc1ccc(-c2[nH]nc3c2C(c2ccccc2OC(=O)N2CCOCC2)C(C#N)=C(N)O3)cc1 (configuration not stated) | 9 | -8 | -1 | 5 | 22 | 2 | 1 | -10 | 8
COc1ccc(C(=O)Nc2cccc(-c3nnc(-c4ccco4)o3)c2)cc1 | -12 | -9 | -5 | 0 | -28 | -12 | -21 | 4 | -12
Cc1ccccc1NC(=O)CSc1ccncc1 | -1 | 5 | 0 | 8 | -7 | -4 | -4 | 5 | -8
CCOC(=O)C1CCN(C(=O)CN(c2ccc3c(c2)OCO3)S(C)(=O)=O)CC1 | -3 | -11 | -3 | 6 | -6 | 2 | 2 | -9 | 3
CCOc1cc(C)c(Cl)cc1S(=O)(=O)NCc1ccc2c(c1)OCO2 | 4 | -8 | -6 | 5 | -5 | -1 | -2 | 21 | -2
Cc1ccc2nc(-c3ccccc3)cc(C(=O)N3CCc4ccccc4C3)c2c1 | -2 | 8 | -2 | -3 | 16 | -2 | -4 | -9 | -9
Cc1ccccc1NC(=S)Nc1ccccn1 | -2 | 2 | 0 | 9 | -3 | -3 | -1 | 0 | 2
COCC(=O)n1cc(C(=O)OC)c2ccccc21 | -6 | -11 | 0 | 10 | 9 | 2 | -1 | -8 | -1
COc1ccc(S(=O)(=O)CCC(=O)N2CC(=O)N(CCc3ccccc3)C(=O)C2)cc1 | 6 | -1 | -4 | 2 | 43 | 11 | 0 | 3 | 9
C=CCNC(=O)C12CC3CC(C1)CC(C(=O)NCC=C)(C3)C2 | 4 | 2 | 4 | 1 | -4 | -1 | 1 | 8 | -3
COc1ccc(CCCc2n[nH]c(=S)o2)cc1 | 7 | -5 | -8 | 2 | 15 | -8 | -5 | -7 | 0
CCc1ccccc1N(CC(=O)N1CCc2ccccc2C1)S(C)(=O)=O | -6 | -4 | -6 | 7 | -13 | 4 | -4 | -12 | -1
COc1c(C)cc(C(=O)C2CCCN(C(=O)c3cccc(-n4cccn4)c3)C2)cc1C (configuration not stated) | 13 | 4 | 1 | 7 | 13 | 4 | 0 | 3 | 4
CC1(C)C(C=C(Cl)Cl)C1C(=O)Nc1ccc(S(=O)(=O)Nc2ncccn2)cc1 (configuration not stated) | -15 | 2 | -4 | 3 | -9 | 9 | -2 | 0 | 1
Cc1noc(C)c1CSCC(=O)Nc1nc2ccc(Oc3ccccc3)cc2s1 | -16 | -2 | 3 | -2 | 34 | -5 | -17 | 12 | -16
O=C(CCCC(=O)OCC(Cl)=C(Cl)Cl)Nc1ccccc1F | 1 | 8 | -1 | 10 | 4 | 0 | 1 | 8 | 7
The list continues:
SMILES | GSTO1 counter | EBNA-1 inh | PAD4 inh | PAFAH1B3 FP inh | PREPL inhibitor | LYPLA2 inh | LYPLA1 inh | ZTA counter | PAFAH2 inh
Cc1nn(Cc2c(Cl)cccc2Cl)c(C)c1NC(=O)c1sc2ccccc2c1Cl | -8 | -5 | 0 | 0 | -3 | 3 | -2 | -25 | 1
CC(C)C(=O)Nc1c(-c2cccs2)c(=O)c2ccccc2n1C | 3 | -6 | 4 | 4 | 3 | 6 | 1 | -5 | 3
NNC(=O)c1cc2ccccc2cc1O | 3 | 4 | -4 | 10 | 18 | -4 | -15 | -25 | -4
O=C(Nc1ccc(S(=O)(=O)N2CCCCCC2)cc1)C1CCCO1 (configuration not stated) | -5 | 1 | -1 | 2 | -2 | 2 | -3 | -11 | 3
COc1ccc(C(=O)N2CCCCCCC2)cc1OC1CCN(C(C)C)CC1 | 4 | -9 | -4 | 5 | 6 | -1 | -2 | -9 | 4
O=C1CC(N2CCN(Cc3ccccc3)CC2)C(=O)N1c1ccccc1 (configuration not stated) | 5 | 10 | 0 | 4 | -3 | -3 | -2 | -13 | 8
